Growth percent in the NCI-60 one-dose screen (48 h, 10 µM unless noted): 100 = growth as untreated, 0 = no growth, -100 = all killed.
ACHN: ACHN renal cancer | actives 4.9% (n = 81,000)
OVCAR-5: OVCAR-5 ovarian cancer | actives 2.9% (n = 82,000) | AID 1794783
SK-OV-3: SK-OV-3 ovarian cancer cells | actives 3.2% (n = 80,000)
RXF 393: RXF 393 renal cancer cells; actives 6.9% (n = 77,000); AID 1794773
A498: A498 renal cancer cells; actives 5.4% (n = 76,000)
OVCAR-4: OVCAR-4 ovarian cancer cells. actives 3.7% (n = 80,000)
OVCAR-8: OVCAR-8 ovarian cancer; actives 4.4% (n = 81,000)
OVCAR-3: OVCAR-3 ovarian cancer | actives 7% (n = 79,000) | AID 1794787
IGROV1: IGROV1 ovarian cancer; actives 4.7% (n = 79,000); AID 1794786
* = called active by the depositor; x = no result given; & = joins results of further samples. How the source made its calls: active means growth percent below 10; inactive means the rest. No enrichment for hits. About 11% of those tested had a hit in this group.

SMILES	ACHN	OVCAR-5	SK-OV-3	RXF 393	A498	OVCAR-4	OVCAR-8	OVCAR-3	IGROV1
C/C=C/C1=CN2C(=O)c3cc(OC4OC(C)C(NC)C(C)(O)C4O)c(C)cc3N=C[C@@H]2C1 (some centres undefined)	-4.5*	9.9*	3.8*	-45*	-77*	6.5*	12	0.1*	-8.5*
COC(=O)C1CC(c2ccccc2)N(c2ccccc2)O1 (centres undefined)	102	96	107	91	90	96	90	107	106
CC(C)N(Sc1nc2ccccc2s1)Sc1nc2ccccc2s1	96	106	97	94	109	94	96	100	100
C#Cc1nc(C2=C(C)C(OC(=O)CCC(=O)O)CC2)cs1 (centres undefined)	103	125	125	113	x	108	99	121	5.8*
COc1ccccc1-c1cn2c(ccc3ccccc32)n1	84	99	83	104	84	92	101	96	81
O=C(Nc1cccc(Br)c1)c1cc(=O)[nH]c2ccccc12	99	91	98	77	111	98	93	92	18
c1cc2c(cc1CNC1CCCCC1)OCO2	110	118	93	116	108	106	99	99	132
COc1ccc(OC)c(-n2cc(C#N)c(N)c2C(=O)c2cccnc2)c1	102	107	93	123	107	102	104	x	107
CCCc1ncc(C[n+]2ccccc2C)c(N)n1	95	97	103	104	124	x	91	x	108
COc1ccc(-c2nc(SCCC(C)C)[nH]c(=O)c2C#N)cc1	99	111	106	117	98	97	105	x	105
CC1(C)CC(=O)C2=C(C1)Oc1nc(N)c(C#N)c(N)c1C2c1ccc(F)cc1 (centres undefined)	107	105	115	-1.3*	102	102	106	121	500
O=c1oc2c(Cl)cc(Cl)cc2cc1-c1cs/c(=N/N=C\c2ccc(Cl)cc2)n1/N=C/c1ccc(Cl)cc1	107	108	99	108	109	111	99	113	106
COc1cc(OC)cc(-c2cncn2-c2ccc(-c3nc4cc(OC)cc(OC)c4s3)cc2)c1	67	100	70	58	x	x	81	20	56
COc1ccc(NC(=O)Cc2ccc(N=C(N)N=C(N)N)cc2)cc1	108	104	116	116	112	111	104	112	104
COc1ccc(-c2nc(SCC(C)C)nc(N3CCOCC3)c2C#N)cc1	96	96	99	104	67	101	94	106	114

Pulled by compound from the entries so far, 5 records:
SMILES	ACHN	OVCAR-5	SK-OV-3	RXF 393	A498	OVCAR-4	OVCAR-8	OVCAR-3	IGROV1
COc1ccc(-c2nc(SCC(C)C)nc(N3CCOCC3)c2C#N)cc1	96	96	99	104	67	101	94	106	114
COc1ccc(OC)c(-n2cc(C#N)c(N)c2C(=O)c2cccnc2)c1	102	107	93	123	107	102	104	x	107
O=c1oc2c(Cl)cc(Cl)cc2cc1-c1cs/c(=N/N=C\c2ccc(Cl)cc2)n1/N=C/c1ccc(Cl)cc1	107	108	99	108	109	111	99	113	106
CCCc1ncc(C[n+]2ccccc2C)c(N)n1	95	97	103	104	124	x	91	x	108
COc1cc(OC)cc(-c2cncn2-c2ccc(-c3nc4cc(OC)cc(OC)c4s3)cc2)c1	67	100	70	58	x	x	81	20	56

More structures follow.
SMILES	ACHN	OVCAR-5	SK-OV-3	RXF 393	A498	OVCAR-4	OVCAR-8	OVCAR-3	IGROV1
CC/C(=C(\c1ccc(OCCN2CCOCC2)cc1)c1ccc(OC(=O)c2ccccc2)cc1)c1ccc(Cl)cc1	108	94	107	101	97	113	99	99	96
Cc1nc(Nc2cccc(NC(=S)Nc3ccccc3)c2)c2ccccc2n1	101	93	91	x	101	86	99	113	91
CC1=N/C(=C\c2ccccc2Cl)C(=O)N1CCc1ccc(S(N)(=O)=O)cc1	113	119	97	102	108	102	102	112	106
Cc1ccc(O)c[n+]1[O-]	91	98	106	116	89	98	98	107	96
Clc1ccc(C2CC(c3cccc(Nc4ccnc5cc(Cl)ccc45)c3)=NN2c2ccccc2)cc1 (centres undefined)	86	99	97	81	57	131	85	94	120
Nc1nc(Nc2ccccc2)nn1Cc1ccccc1	105	97	x	104	108	106	100	101	103
N=C1/C(=C2\Nc3ccccc3S2)CC(=O)N1c1ccc(SC(F)F)cc1	59	97	68	50	60	89	85	86	x
Nc1nc(-c2ccccc2)[nH]c(=O)n1	104	99	102	102	112	110	103	111	100
O=C1/C(=C/c2ccc(Br)cc2)Sc2c(Br)cccc21	100	115	93	106	127	89	99	106	70
O=C(Nc1cc(Cl)cc(Cl)c1)Oc1c(Cl)c(Cl)c(Cl)c(Cl)c1Cl	66	87	77	80	20	82	78	55	79
COc1ccc(Oc2nc(NC3CCCCCC3)nc(Oc3ccc(OC)cc3)n2)cc1	87	93	94	86	75	84	85	96	86
CN1CCN(c2ccc3nc4c(nc3c2C(F)(F)F)C(=O)c2ncccc2C4=O)CC1	-44*	-90*	30	38	-21*	-91*	-11*	-28*	-33*
CCCN(CCC)CC(O)c1cc(C(F)(F)F)nc2c(C(F)(F)F)cccc12 (centres undefined)	76	69	87	84	73	x	98	95	67
CCCCCCCCCCCC1=NC(C)(C)CO1	109	89	97	99	117	90	101	116	110
COc1ccccc1NC(=O)CSc1n[nH]c(-c2ccncc2)n1	90	90	x	84	x	88	95	97	98
COc1cc(-c2nc(N3CCOCC3)c3ccccc3n2)cc(OC)c1OC	75	83	65	76	52	72	72	76	58
N#Cc1c(-c2ccccc2)nc2c(c(-c3ccc(Cl)cc3)nn2-c2ccccc2)c1-c1ccccc1	105	105	106	119	91	111	107	116	103
O=[N+]([O-])c1cc(Br)c2cccnc2c1O	98	98	103	102	85	95	99	95	107
O=[N+]([O-])c1ccc(Sc2nc3ccccc3[nH]2)c(Cl)c1	97	105	106	97	106	93	97	102	110
CC(=O)Nc1cc2c(cc1[N+](=O)[O-])-c1ccc([N+](=O)[O-])cc1C2	91	92	102	86	x	83	89	65	94
O=C1S/C(=C\c2ccc(Br)cc2)C(=O)N1/N=C/c1ccc(Br)cc1	107	107	104	112	92	100	105	113	95
CN(c1ccc(F)cc1)S(=O)(=O)c1ccc(-c2cnc(C3CC3)o2)cc1	43	49	72	-8.9*	x	70	39	6.6*	27
Cc1cc(C)cc(CCCCCCCCCCCCCCCCCC(=O)O)c1	99	103	105	107	106	105	103	102	108
O=C(O)Cc1cccc(=O)c(O)c1C(=O)O	101	96	107	112	114	117	105	114	110
N#C/C(=C\c1ccc(-c2ccc(Br)cc2)o1)c1nc2ccccc2s1	98	97	97	114	114	103	104	112	73
NS(=O)(=O)c1ccc(NNCCC(=O)c2ccc3ccccc3c2)cc1	105	104	100	104	108	102	99	104	99
COc1cc(CSc2nc3ccc(C)cc3c(=O)n2Cc2ccccc2)cc(OC)c1OC	47	45	24	-17*	7.0*	53	35	-23*	24
CC1(C(Cl)(Cl)Cl)C=CC(=O)C=C1	105	100	99	117	104	115	93	112	109
CSc1nc(Nc2ccc(S(=O)(=O)Nc3ccon3)cc2)c(C#N)c(-c2ccc(Cl)cc2)n1	90	106	108	110	93	113	96	122	97
CC(=O)O[C@H]1Cc2c([nH]c3ccccc23)[C@@H](c2ccc(Cl)cc2)N1C(=O)CCNC(C)(C)C	65	60	90	40	x	65	83	71	25

Profiles as entered above. Values in the order: ACHN, OVCAR-5, SK-OV-3, RXF 393, A498, OVCAR-4, OVCAR-8, OVCAR-3, IGROV1
`CN(c1ccc(F)cc1)S(=O)(=O)c1ccc(-c2cnc(C3CC3)o2)cc1` is listed as 43, 49, 72, -8.9*, x, 70, 39, 6.6*, 27
`COc1cc(-c2nc(N3CCOCC3)c3ccccc3n2)cc(OC)c1OC` is listed as 75, 83, 65, 76, 52, 72, 72, 76, 58
`COc1cc(CSc2nc3ccc(C)cc3c(=O)n2Cc2ccccc2)cc(OC)c1OC` is listed as 47, 45, 24, -17*, 7.0*, 53, 35, -23*, 24
`CC1(C(Cl)(Cl)Cl)C=CC(=O)C=C1` is listed as 105, 100, 99, 117, 104, 115, 93, 112, 109
`O=[N+]([O-])c1cc(Br)c2cccnc2c1O` is listed as 98, 98, 103, 102, 85, 95, 99, 95, 107

Further results.
SMILES	ACHN	OVCAR-5	SK-OV-3	RXF 393	A498	OVCAR-4	OVCAR-8	OVCAR-3	IGROV1
Cc1nc2sc(-c3ccc(CN4CCN(C)CC4)cc3)nn2c(=O)c1Cl	97	109	91	118	88	99	96	112	104
COc1cccc(Cc2cc(-c3ccccc3)n[nH]c2=O)c1	94	105	102	89	89	82	96	92	99
COc1ccc(/C=C2/Oc3c(c(OC)c4ccoc4c3CN3CCOCC3)C2=O)cc1	x	108	93	88	74	62	64	100	96
Cc1[nH]n(C(=O)c2ccncc2)c(=O)c1N=Nc1ccc(S(=O)(=O)Nc2ccncn2)cc1	104	114	111	x	111	103	104	106	101
O=C1c2cccc3c(-c4ccc5c(c4)ncn5C4CCCCC4)ccc(c23)C(=O)N1c1ccc(F)cc1	97	98	104	99	102	72	92	87	109
CCC1(CC)CC1C(N)=O (centres undefined)	109	98	111	120	111	113	126	112	131
CCOc1cccc(/C=N/NC(=O)c2cccc(Nc3ccnc(C(F)(F)F)c3)c2)c1O	24	41	30	47	62	39	24	43	24
CCCN(CCC)C(C)C(O)c1cc2c(c3ccccc13)CCCC2 (centres undefined)	102	94	84	97	77	76	101	88	76
NC(=S)N/N=C/c1ccc(OCc2ccccc2)cc1	67	90	80	52	71	45	78	62	53
Cc1cc(C)c(O)c(CN(C)Cc2cc(Cl)cc(Cl)c2O)c1	47&56	87&86	67&70	81&89	90	88&104	36&39	24&13	34&34
O=C(O)c1ccc(-n2cc(/C=N/Nc3ccc(F)cc3F)c(-c3ccc(O)cc3)n2)cc1	88	109	91	113	110	103	94	97	109
Cc1n[nH]c(=O)c2noc(C)c12	99	78	90	109	124	107	92	116	101
Cc1nnc2[nH]c(=O)c(/C=C\c3ccco3)nn2c1=O	99	118	106	97	116	117	91	111	126
COc1ccc(-n2ncn(Cn3cnn(-c4ccc(OC)cc4)c3=O)c2=O)cc1	88	81	98	92	97	107	91	99	85
COC(=O)c1ccccc1NC(=O)c1nnn(-c2ccccc2)c1-c1ccco1	86	96	120	108	90	72	89	105	104
C/C(=C(/C)C1CC1CCNS(=O)(=O)c1ccc(C)cc1)c1ccc(C(C)(C)C)cc1 (centres undefined)	84	96	x	83	51	56	91	84	91
Cn1c(=O)sc2cc3ccccc3nc21	106	97	106	133	x	101	102	x	111
CCc1ccc(Nc2ncnc3c2c(C)nn3-c2ccc([N+](=O)[O-])cc2)cc1	95	99	93	101	76	82	96	108	95
CS(=O)(=O)c1ccc(C(=S)Nc2ccc(Cl)c(-c3ccccn3)c2)c(Cl)c1	93	102	96	111	92	77	95	92	99
O=C1c2ccccc2C(=O)c2c1ccc(C(=O)Cl)c2[N+](=O)[O-]	103	113	115	102	98	111	100	108	107
CCOC(=O)c1no[n+]([O-])c1C(=O)OCC	115	106	106	103	x	104	100	108	101
Cc1cc(C(C)(C)C)cc(C)c1[N+](=O)[O-]	114	101	112	118	100	111	101	102	104
CON(C)C(=O)c1cc(-c2ccc(C)cc2)n(-c2ccc(S(C)(=O)=O)cc2)n1	102	105	106	107	117	98	103	111	109
CN(C)C(c1ccccc1)C(c1ccccc1)c1ccccc1 (centres undefined)	104	101	110	102	105	95	104	109	111
COc1cc(/C=C\c2cc(/C=C\c3ccc(O)c(OC)c3)n(C(=O)COc3ccc(Cl)cc3Cl)n2)ccc1O	19	57	-0.2*	-10.0*	18	31	6.5*	14	13
CC1COC(c2ccc(N(C)C)cc2)O1 (centres undefined)	95	102	99	91	113	109	100	108	118
Oc1ccc(-c2ccccc2)cc1Br	109	93	112	111	98	105	x	108	91
CC(C)(C)c1ccc(CC(Cc2ccc(C(C)(C)C)cc2)(C2=N[C@H](c3ccccc3)CO2)C2=N[C@@H](c3ccccc3)CO2)cc1	100	78	81	95	94	81	95	82	91
CCOc1ccc(Cc2nccc3cc(OCC)c(OCC)cc23)cc1OCC	x	x	87	x	36	55	69	75	17
O=C(O)CCCCCCCCCCCCC(=O)O	97	98	97	101	107	84	98	103	103
CC(=Nc1ccccc1)C1=C(O)C(CC(C)C)NC1=O (centres undefined)	109	98	110	94	95	102	106	109	111
Brc1ccc2c(-c3cncn3Cc3ccc(I)cc3)c[nH]c2c1	94	87	97	91	91	82	76	94	75
COc1ccc2c(c1)C(=O)/C(=C/c1c(C)n(C)n(-c3ccccc3)c1=O)CO2	98	85	108	100	103	80	89	98	81
O=C(NCCN1CCOCC1)c1cccc(N2C(=O)/C(=C/c3cccc(F)c3)SC2=S)c1	95	94	105	97	96	98	99	105	98
COc1ccc2[nH]c(=O)c(CSc3nccc(-c4ccc(Cl)cc4)n3)cc2c1	-46*	51	42	-24*	45	36	-10*	45	61
CCNC(=O)Oc1ccc(/C(=C(/C)Cc2ccc(OC)cc2)c2ccc(OCCN3CCCCCC3)cc2)cc1	94	95	88	68	70	88	75	60	78
CCOC(=O)C1=C(N)N(c2ccccc2)C2=C(C(=O)CC(C)(C)C2)C1c1ccc(Cl)cc1Cl (centres undefined)	17	57	34	21	47	25	37	33	59
CCc1ccc(/C=C2\Oc3cc(C)c(Cl)c(C)c3C2=O)cc1	84	92	x	94	x	72	92	89	52
COc1ccc(N=Nc2c(Nc3ccccc3)[nH][nH]c2=O)cc1	98	91	94	91	107	110	107	109	100
O=C1CC[C@@]2(O1)C(=O)O[C@@H](CI)[C@H]2c1ccccc1	107	101	101	96	87	104	101	102	x
CCOc1cccc(/C(N)=N/C(N)=N/c2nc(C)cs2)c1	112	131	101	107	105	109	101	x	105
Oc1ccc(/C=C/c2nc(Nc3ccc(Cl)cc3)c3ccccc3n2)cc1	97	111	93	x	108	118	103	99	80
Cc1nc(N)nc(N)c1-c1ccc(Cl)c(Cl)c1	101	94	117	104	118	109	99	118	92
O=C(Nc1cccc(F)c1)Nc1cccc(Cn2c(=O)[nH]c3ccc(Oc4ncccn4)cc3c2=O)c1	91	98	91	99	67	79	84	88	85

Screening results (PubChem BioAssay)
